High-throughput results: PubChem, several laboratories
NR2E3 ag-1 = agonists of human NR2E3 nuclear receptor | hit rate 0.35% among 360,000 | CHO-S Gal4-NCOR/VP16-NR2E3 two-hybrid, luciferase | inhibition of corepressor binding, % at 3.98 µM | AID 602229;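 active means inhibition above the mean of all tested compounds plus 3 SD, cut at about 70% in these data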;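 further: 0% = DMSO with NR2E3 transfected cells and 100% = cells lacking NR2E3 construct; higher means lower luciferase signal from less NR2E3 corepressor binding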
Target sequence (Q9Y5X4 whole entry, looked up, the tested form may be a part): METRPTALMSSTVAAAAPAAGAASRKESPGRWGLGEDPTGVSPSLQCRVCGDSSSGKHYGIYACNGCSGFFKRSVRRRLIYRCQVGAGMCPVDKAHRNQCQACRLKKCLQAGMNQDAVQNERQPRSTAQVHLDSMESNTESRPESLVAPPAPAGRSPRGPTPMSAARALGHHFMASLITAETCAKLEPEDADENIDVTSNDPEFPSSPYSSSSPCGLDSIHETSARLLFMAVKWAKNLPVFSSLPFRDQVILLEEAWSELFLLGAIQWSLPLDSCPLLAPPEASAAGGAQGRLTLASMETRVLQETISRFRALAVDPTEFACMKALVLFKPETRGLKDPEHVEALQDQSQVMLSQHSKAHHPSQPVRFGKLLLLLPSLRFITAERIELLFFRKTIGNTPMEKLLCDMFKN
TRAIL sens C8 = caspase-8 TRAIL sensitization; NB7+C8 cells + TRAIL, ATPlite viability luminescence; inhibition (viability loss, TRAIL sensitization), % at 10 µM; hit rate 1% among 360,000; AID 624354;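 active means compounds causing at least 50% loss of cell viability in the single-dose screen, relative to plate controls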
HIF-2a block = inhibitors of HIF-2a; 786-0 RCC cells HIF-2a reporter, luciferase luminescence, overnight; inhibition, % at 18.8 µM; hit rate 0.72% among 360,000;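 active means inhibition of the luminescence signal of 40% or more relative to plate controls, in a single-dose primary screen at 18.75 µM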
Peg3 prom inh = reduces Peg3 promoter-driven luciferase expression in HeLa | hit rate 1.7% among 360,000 | HeLa PEG-Prom luciferase reporter, luminescence, overnight | inhibition, % at 20 µM;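 active means inhibition of at least 50% at 20 µM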
Shn3 3UTR inh = reduces Shn3 3'UTR luciferase signal in osteoblasts | inhibition, % at 12.5 µM | Clone20 osteoblast Shn3 3'UTR firefly luciferase, 24 h | hit rate 0.52% among 360,000;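 active means mean inhibition of at least 75% with every replicate also reaching 75%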;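 further: 0% = median of neutral control wells and 100% = pilot-screen positive control compound; some compounds past the cut are filed as inactive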
TROY signal inh = inhibitors of TROY-dependent NF-kB signaling; hit rate 0.98% among 360,000; Q293 LMP1-TROYcd NF-kB luciferase reporter, 4 h; AID 1347056; inhibition, % at 10 µM;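 active means compounds whose plate-normalised and pattern-corrected inhibition of the luciferase reporter signal at the single screening dose is 50% or more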
TRPM1 prom inh = reduces MITF-dependent TRPM1 promoter luciferase signal; SK-MEL-5 TRPM1 promoter luciferase, 24 h; inhibition, % at 12.5 µM; hit rate 0.83% among 330,000;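 active means mean inhibition across replicates of 60% or more, whatever share of single replicates reaches that level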; further: values of inactives mirror those of a sister screen read the other way
CF NFkB block = inhibitors of cystic fibrosis induced NF-kB; KKLEB NF-kB-GFP reporter, PAF-induced, GFP fluorescence overnight; inhibition, % at 5 µM; hit rate 0.86% among 360,000;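 active means at least 50% inhibition at 5 µM, scaled per plate between neutral and stimulator controls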;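 further: PAF is a Pseudomonas aeruginosa culture filtrate used as stimulus; plate controls were PAF-stimulated DMSO wells for no effect and unstimulated DMSO wells for full effect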
TWEAK-Fn14 inh = blocks TWEAK-Fn14 interaction in a reporter cell assay; TWEAK-stimulated Fn14 reporter cells, luciferase luminescence, 8 h; hit rate 2% among 360,000; inhibition, % at 10 µM; in the data active means inhibition above about 50%
KKLEB tox = CF airway cell cytotoxicity counter-screen; AID 602141; activity change (cytotoxicity), % at 5 µM; KKLEB CF airway cells viability, ATPlite luminescence, overnight; active compounds read low; cells stimulated with P. aeruginosa culture filtrate; hit rate 0.36% among 360,000;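 active means corrected activity change at or below -50% at 5 µM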
NR2E3 ag-2 = NR2E3 (human) agonism; inhibition of corepressor binding, % at 4.78 µM; Q9Y5X4; AID 2300; GST-NR2E3/biotin-RetCOR TR-FRET, 1536-well; hit rate 0.12% among 320,000;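 active means percent inhibition above the cutoff of mean plus 3 SD of all tested compounds, set per screening campaign, cut at about 20% in these data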;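 further: 0% = DMSO wells and 100% = biotin wells as full block of FRET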
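Test system: GST-NR2E3 and biotin-RetCOR proteins | Quantity: 1.35 nM GST-tagged NR2E3 final | Medium: Tris pH 7.5 | Also added: 7 nM biotin-RetCOR | Dosing: Compound at 4.8 µM, single dose | Timing: 5 h at 4 °C | Detection: Time-resolved FRET | Read-out basis: Percent inhibition | Benchmarks: Biotin wells as high control, 0.6% DMSO wells as low control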
* = called active by the depositor; . = not tested or not shown. An excerpt, so the mix of outcomes need not match the whole.

SMILES	NR2E3 ag-1	TRAIL sens C8	HIF-2a block	Peg3 prom inh	Shn3 3UTR inh	TROY signal inh	TRPM1 prom inh	CF NFkB block	TWEAK-Fn14 inh	KKLEB tox	NR2E3 ag-2
CNC(=S)N(CCc1ccc(OC)c(OC)c1)Cc1cc2c(C)cc(C)cc2[nH]c1=O	-11.7	-2.9	9.2	6.5	0.2	13.3	1.9	-6.8	-4.7	11.1	-1.6
COc1cnc(SCc2ccc(Cl)cc2Cl)nc1Cl	-7.2	16.6	-26.3	10.9	-7.4	-20.7	-10.7	-20.2	-1.3	-1.2	2.7
O=C1c2ccccc2C(=O)N1N(c1ccccc1)c1ccccc1	2.2	-10.2	18.5	16.4	-0.9	-7.5	7.9	-34.7	23.6	7.1	.
CCN(CC)c1nc(N)c([N+](=O)[O-])c(NCCO)n1	17.2	-1.9	23.6	0.1	9.0	2.4	-8.0	15.6	1.3	-8.9	4.8
Cc1csc2nc(O)c(C(=O)NC3CCCCC3)c(=O)n12	-18.9	38.4	9.9	20.0	-16.3	-4.8	9.0	-8.0	-0.6	9.2	-1.8
CCOC(=O)CNC(=O)c1c(C)nn(C)c1Cl	-9.9	-6.8	13.0	16.4	7.9	2.5	-2.9	3.5	38.6	-3.4	1.4
CCOc1ccc(CCNC(=O)COC(=O)/C=C/c2ccccc2OC)cc1OCC	0.1	2.1	4.7	-6.4	-3.1	15.7	-5.6	-6.8	-18.0	1.7	-0.2
O=C(Nc1ccc(Cl)cn1)c1cc(S(=O)(=O)N2CCCCC2)ccc1Cl	-18.7	5.0	8.5	13.7	0.0	0.0	10.7	24.2	10.3	-17.3	-1.8
Cc1c(NC(=O)CSc2nnnn2-c2ccc(F)cc2)c(=O)n(-c2ccccc2)n1C	-27.1	-7.0	10.8	10.1	18.5	-13.0	-2.6	6.4	-0.4	10.8	2.5
CC(NS(=O)(=O)c1ccccc1)C(c1cccs1)N1CCOCC1 (stereo unspecified)	-8.3	3.5	-1.0	3.1	-112.0	-9.1	.	-11.7	-7.2	-0.8	4.1
O=C(CSc1nnc(CCCO)n1-c1ccccc1)NCCc1ccccc1	8.6	3.1	-11.5	-0.7	10.4	7.1	7.0	-31.6	0.2	22.0	2.1
N#C/C(=C\Nc1ccccc1SC(F)(F)F)c1nc(-c2ccccc2)cs1	-14.3	5.1	15.7	-2.2	0.5	-2.4	-0.9	-7.4	6.9	15.7	0.1
CCOc1c(C)cnc2c1c(=O)n(Cc1ccccc1F)c(=O)n2C	11.2	-12.4	12.4	21.8	16.4	-19.1	-0.6	-18.2	-3.8	1.5	-0.8
CCOc1ccccc1N(CC(=O)Nc1ccccc1C(=O)O)S(C)(=O)=O	-13.4	6.2	23.7	3.5	-0.7	-1.9	1.3	-13.5	4.5	-3.1	-1.9
Nc1ccccc1S(=O)(=O)NCCCCc1ccccc1	-23.0	-0.8	-5.0	12.5	-0.8	-6.0	11.5	-9.3	1.9	-0.1	0.9
Cc1ccc2c(Cl)c(C(=O)NCC3CCCO3)sc2c1 (stereo unspecified)	-113.8	8.4	-228.2	-253.6	-79.1	-76.5	-29.3	-5.9	4.8	-1.0	3.0
CC(=O)OC(C)(C)/C=C/C(=O)[C@](C)(O)C1[C@H](O)C[C@@]2(C)C3CC=C4C(C=C(O[C@@H]5O[C@H](CO)[C@@H](O)[C@H](O)[C@H]5O)C(=O)C4(C)C)[C@]3(C)C(=O)C[C@]12C (stereo partly specified)	10.9	31.4	45.8*	57.5*	15.2	-4.1	52.4	73.5*	-61.5	-68.0*	.
COc1ccc(COC(=O)c2cc([N+](=O)[O-])ccc2N2CCOCC2)cc1F	48.4	-17.2	28.6	-4.9	31.0	9.6	66.1*	54.7*	35.8	-23.0	-2.7
O=C(/C=C/c1ccc(O)cc1)OCc1occc(=O)c1O[C@@H]1OC(CO)[C@@H](O)[C@H](O)[C@@H]1O (stereo partly specified)	-6.2	-9.1	16.1	-1.5	-1.3	8.7	9.1	-27.0	-1.1	8.2	-2.1
CNS(=O)(=O)c1cccc(C(=O)OCc2cc(Cl)cc3c2OCOC3)c1	-4.4	-9.9	-11.8	16.3	9.1	-5.4	4.1	4.5	-9.0	10.5	-1.0
COc1ccc(Cc2c(-c3cccc(Br)c3)nc3c(C)cc(Br)cn23)c(C)c1	-8.6	-1.5	-1.0	-0.9	-25.5	6.7	.	23.8	34.6	4.0	.
Cc1cc(SCC#N)n2nc(C)c(-c3ccc(Cl)cc3)c2n1	-5.5	31.0	11.4	41.0	6.6	-11.9	1.9	28.6	11.1	-42.8	5.6
COc1ccc(C(c2c(NC(=O)c3ccccc3)sc(C)c2C)N2CCN(CCO)CC2)cc1 (stereo unspecified)	-19.3	-5.9	11.5	5.1	9.2	22.6	11.8	4.2	25.9	2.9	-1.7
OCCNCc1c(OCc2ccc(Cl)cc2)ccc2ccccc12	-15.5	10.0	13.6	39.1	67.7	-37.0	-3.5	21.3	10.8	-6.7	2.3
CCN(CC)S(=O)(=O)c1ccc(N2CCCC2)c(NC(=O)C2CCCCC2)c1	-24.3	-16.7	-1.8	-7.0	-16.0	5.2	0.8	18.0	4.2	-7.6	-1.8

Three entries out of the list, sorted by molecular weight, descending:
SMILES	NR2E3 ag-1	TRAIL sens C8	HIF-2a block	Peg3 prom inh	Shn3 3UTR inh	TROY signal inh	TRPM1 prom inh	CF NFkB block	TWEAK-Fn14 inh	KKLEB tox	NR2E3 ag-2
COc1ccc(Cc2c(-c3cccc(Br)c3)nc3c(C)cc(Br)cn23)c(C)c1	-8.6	-1.5	-1.0	-0.9	-25.5	6.7	.	23.8	34.6	4.0	.
CCOc1ccc(CCNC(=O)COC(=O)/C=C/c2ccccc2OC)cc1OCC	0.1	2.1	4.7	-6.4	-3.1	15.7	-5.6	-6.8	-18.0	1.7	-0.2
CCOc1c(C)cnc2c1c(=O)n(Cc1ccccc1F)c(=O)n2C	11.2	-12.4	12.4	21.8	16.4	-19.1	-0.6	-18.2	-3.8	1.5	-0.8

Later entries:
SMILES	NR2E3 ag-1	TRAIL sens C8	HIF-2a block	Peg3 prom inh	Shn3 3UTR inh	TROY signal inh	TRPM1 prom inh	CF NFkB block	TWEAK-Fn14 inh	KKLEB tox	NR2E3 ag-2
CC(C)(C)c1cc(CCC(=O)NN)cc(C(C)(C)C)c1O	-26.4	19.5	20.1	8.2	-4.0	-1.6	-0.1	6.5	21.6	-1.1	-0.8
O=C1OCCC1Sc1nnc(-c2cccnc2)n1-c1ccccc1F (stereo unspecified)	5.2	-27.4	9.1	10.4	4.4	-4.6	8.2	-13.1	0.8	25.9	2.2
CCC(C)NC(=O)Cn1c(=O)n(-c2ccccc2)c(=O)c2ccc(C(=O)NCc3ccco3)cc21 (stereo unspecified)	-24.4	-12.1	5.1	10.3	12.1	6.6	9.8	-1.6	2.8	5.7	4.3
CCn1ncc(NC(=S)Nc2ccc(OC)c(OC)c2)c1C(N)=O	-30.8	-2.7	3.6	13.0	15.7	-17.9	14.3	-6.8	-0.5	14.3	0.3
COc1ccc(CC2S/C(=C(\C#N)C(=O)NCc3ccco3)N(c3ccc(C)cc3)C2=O)cc1 (stereo unspecified)	-19.0	8.1	3.2	5.0	1.2	-9.8	13.7	-10.0	-0.1	-3.1	-1.1
Cc1ccc(NC(=O)NC2CCCCCCC2)c(C)c1	-7.3	-2.0	-30.9	-40.0	-16.3	-18.8	-6.3	22.6	-16.9	7.6	.
CC1=C(C(=O)OCc2ccccc2)C(c2ccsc2)NC(=O)N1C (stereo unspecified)	20.8	-9.9	25.9	-3.1	13.0	-10.2	4.1	-10.9	4.4	9.9	3.7
Cc1cc([N+](=O)[O-])nn1CC(=O)NCc1ccc(Cl)cc1	11.7	-20.9	16.0	21.4	-1.4	3.8	4.1	12.6	13.2	2.9	0.5
COc1ccc(Cl)cc1-c1cc(C(=O)Nc2ccccc2)[nH]n1	-40.2	12.2	-163.6	-155.1	-36.0	-35.9	.	-22.2	-3.7	13.3	.
CCN(CC)S(=O)(=O)c1cc([N+](=O)[O-])ccc1N1CCC(C(N)=O)CC1	-17.2	7.0	3.1	14.2	-2.6	1.3	-6.8	-10.5	-16.9	-0.5	2.9
O=C(O)C1Cc2ccccc2CN1C(=O)COc1ccc(Br)cc1 (stereo unspecified)	-11.1	-8.0	1.1	18.6	2.9	-2.7	3.7	-9.8	36.7	-0.9	2.1
Cn1c(=O)n(Cc2ccccc2)c(=O)c2c1nc1n2CCCN1C1CCCCC1	2.8	20.5	15.5	1.3	24.6	-32.5	6.4	-16.1	12.8	-10.1	-0.2
CN(Cc1ccccc1)C(=O)C(C(=O)c1ccc(F)cc1)n1cc(Cl)ccc1=O (stereo unspecified)	-46.5	5.3	-185.2	-136.0	-67.3	-7.8	-52.0	-4.1	7.9	-4.3	0.8
Clc1ccc(Nc2ncnc3c2cnn3-c2ccccc2)cc1	-74.8	26.9	-310.1	-288.9	14.0	-12.4	.	-6.6	46.1	18.9	0.4
COc1ccc(CNC(=S)N/N=C(/C)c2ccccc2)cc1	-75.9	6.3	-265.1	-294.4	-36.6	-42.5	.	0.0	-20.3	4.8	2.7
CS(=O)(=O)c1ccc2nc(NC(=O)C3CC3)sc2c1	-24.9	-4.7	-20.7	-8.8	-7.8	-16.0	.	10.4	4.6	2.6	-2.1
Cc1c(C(=O)c2ccc(F)cc2F)c2ccccn2c1CCc1ccccn1	18.6	-15.3	7.6	12.0	-0.7	-7.4	.	40.0	6.3	-9.4	.
CCC(C)NC(=O)CS(=O)(=O)Cc1nc(-c2cccc(OC)c2)oc1C (stereo unspecified)	-6.5	11.5	-3.2	0.1	-4.3	-0.1	4.1	-2.9	-11.0	-8.2	4.8
COc1ccc(NC(=O)COC(=O)CCc2ccc(S(=O)(=O)N3CCOCC3)cc2)cc1Cl	7.4	-0.6	7.6	5.2	-17.2	8.5	-13.5	-2.1	-17.0	4.0	.
O=C(CSc1ccc(-c2cccnc2)nn1)N1CCCCC1	-7.7	-14.1	2.0	8.3	-1.5	9.8	-5.6	1.6	11.7	-2.7	2.4
NC(CO)(CO)COCc1ccccc1	-11.4	-0.6	10.0	-4.9	9.1	-5.3	5.6	13.2	-0.9	-5.7	1.3
CCCC1(CCC)NC(=O)N(CC(=O)Nc2ccc3c(c2)OCCO3)C1=O	15.7	-11.6	0.2	-1.9	3.7	3.2	3.1	-4.8	-11.5	-5.5	.
CCOC(=O)C1=C(C)N=c2s/c(=C\c3ccc(OCC(=O)O)cc3)c(=O)n2C1c1ccc(Cl)cc1 (stereo unspecified)	0.6	7.4	4.4	12.2	-14.7	-4.3	9.8	8.9	13.3	3.5	.
CCC(C)C(NC(=O)OCc1ccccc1)C(=O)NCC(c1ccccc1)N(C)C (stereo unspecified)	-7.5	-10.5	8.5	-1.0	8.4	-3.2	-10.4	13.6	12.1	-5.6	-1.8
O=C(CCCNS(=O)(=O)c1cccc2nsnc12)NCCN1CCN(c2ccccc2F)CC1	-22.6	-1.0	2.7	0.2	-27.2	-9.8	12.0	-2.6	0.2	-0.6	-2.5
Cc1ccc2c(Cl)c(Cc3ccccc3)c(=S)[nH]c2n1	0.2	-1.1	6.6	17.7	-4.8	11.6	10.8	3.8	21.4	0.2	.
